# High-throughput results (PubChem BioAssay)
# LmPK inhibitor: inhibitors of Leishmania mexicana pyruvate kinase. Q27686. Potency, µM (highest dose often 57.5 µM), for the others: at the top dose activity change, negative = inhibition, hits mostly inhibitors. purified LmPK, Kinase-Glo ATP luminescence, 1 h. 290,000 tested, 0.37% active; note: potency is the fitted concentration of half-maximal effect
# Target sequence (Q27686 whole entry, looked up): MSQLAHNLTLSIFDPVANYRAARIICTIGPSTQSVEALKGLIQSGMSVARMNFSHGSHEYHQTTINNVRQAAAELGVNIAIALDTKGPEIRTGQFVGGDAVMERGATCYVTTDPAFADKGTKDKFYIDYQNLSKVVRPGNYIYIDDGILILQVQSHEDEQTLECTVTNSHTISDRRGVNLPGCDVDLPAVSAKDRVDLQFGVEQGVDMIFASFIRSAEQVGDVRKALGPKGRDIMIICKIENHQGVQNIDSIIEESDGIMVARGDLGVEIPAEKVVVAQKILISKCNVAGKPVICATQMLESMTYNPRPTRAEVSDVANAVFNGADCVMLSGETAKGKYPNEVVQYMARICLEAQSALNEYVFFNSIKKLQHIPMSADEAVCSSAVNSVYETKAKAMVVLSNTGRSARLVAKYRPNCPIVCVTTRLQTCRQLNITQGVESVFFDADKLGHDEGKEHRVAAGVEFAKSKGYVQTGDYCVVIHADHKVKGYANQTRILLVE
#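 In 50 mM imidazole pH 7.2 with 7 mM MgCl2, LmPK (0.1 nM) turned over PEP (0.5 mM) and ADP (0.1 mM) for 1 h at room temperature. Luciferase read-out of ATP.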
# AmpC no deterg: AmpC beta-lactamase inhibition without detergent; P00811; AmpC nitrocefin hydrolysis, absorbance 480 nm, 0.0001% Triton; Potency, µM (top dose mostly 57.1 µM), for inactives: at the highest dose activity change, negative = inhibition, most hits filed as inhibitors; 330,000 tested, 0.52% active;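 note: potency is the fitted concentration of half-maximal effect; plate controls were no compound for no effect and no enzyme for full effect; nearly all actives have a fitted effect of over 20% in size; some results filed as inactive show a strong effect at the top dose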
# Target sequence (P00811 whole entry, looked up): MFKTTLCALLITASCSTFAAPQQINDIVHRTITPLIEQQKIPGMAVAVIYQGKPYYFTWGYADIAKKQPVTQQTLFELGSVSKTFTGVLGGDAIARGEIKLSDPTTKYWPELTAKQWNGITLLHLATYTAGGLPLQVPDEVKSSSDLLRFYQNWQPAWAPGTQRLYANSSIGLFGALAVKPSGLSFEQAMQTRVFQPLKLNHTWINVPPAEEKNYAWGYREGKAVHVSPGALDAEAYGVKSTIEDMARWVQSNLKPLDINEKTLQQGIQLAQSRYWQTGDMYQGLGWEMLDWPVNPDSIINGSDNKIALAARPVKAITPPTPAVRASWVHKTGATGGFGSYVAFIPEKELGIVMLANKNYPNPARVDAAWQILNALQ
#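 AmpC (5.3 nM in the dispensed reagent) in 20 mM phosphate pH 7.0 with 0.01% (detergent screen) or 0.0001% Triton X-100 was preincubated with compounds for 15 min at room temperature. Nitrocefin was then added from an 800 uM solution, and hydrolysis was followed at 480 nm.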
# AmpC detergent: AmpC beta-lactamase inhibition with detergent present; P00811; AmpC hydrolysis of nitrocefin, absorbance 480 nm, 0.01% Triton; Potency, µM (top dose mostly 114 µM), inactives show top-dose activity change, negative = inhibition, hits mostly inhibitors; 370,000 tested, 0.041% active;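 note: potency is the fitted concentration of half-maximal effect; 0% = no-compound wells and -100% = no-enzyme wells; nearly all actives have a fitted effect of over 25% in size; some results filed as inactive show a strong effect at the top dose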
#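 20 mM phosphate pH 7.0 + 0.01% (detergent screen) or 0.0001% Triton X-100; 5.3 nM AmpC reagent; cpd preinc 15 min RT; nitrocefin (800 uM stock) to start; A480 q20 s × 4 min; Activity was normalised to no-enzyme and no-compound control wells.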
# AMA1 RON2 block: AMA1-RON2 (P. falciparum) interaction inhibition; Potency, µM (doses to about 58.2 µM), for inactives: at the top dose activity change, negative = inhibition, most hits filed as inhibitors; AID 720542; AlphaScreen AMA1-biotinylated RON2 peptide binding; 360,000 tested, 0.2% active;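 note: potency is the fitted concentration of half-maximal effect; 0% = vehicle wells and -100% = peptide control; nearly all actives have a fitted effect of over 45% in size; some results filed as inactive show a strong effect at the top dose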
#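 AMA1 (3D7) with his tag at 25 nM final met compounds first, then biotinylated RON2 peptide at 25 nM; detection used donor plus acceptor beads, 10 µg/mL apiece, read by AlphaScreen after 30 min at room temperature.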
# HCMV antiviral: human cytomegalovirus inhibition; activity change, negative = inhibition, % at 57.5 µM; 410,000 tested, 4.5% active; HFF cells, HCMV-luciferase reporter, 72 h; stronger effect = lower value; in the data active = activity change below about -60%; inconclusive = no clear call, values can overlap the other calls; inactive = above about -39%
#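 Two compound doses tested in HFFs infected with HCMV-luciferase, MOI 1 PFU/cell, 72 h at 37C. Lysate luminescence read with OneGlo; data normalized against buffer-only and 10uM Salinomycin inhibitor controls.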
# TbPYK inhibitor: T. brucei pyruvate kinase inhibition. 410,000 tested, 0.12% active. AID 624173. Q57TT1. TbPYK enzyme, Kinase-Glo Plus ATP luminescence, 45 min. Potency, µM (highest dose often 76.8 µM), for inactives: at the highest dose activity, negative = inhibition, actives largely listed as inhibitors; note: potency is the fitted concentration of half-maximal effect; nearly all actives have a fitted effect of over 50% in size
#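 In this concentration-response screen, enzyme-free wells defined baseline while DMSO plates tracked drift. Each reaction combined TbPYK, substrate, compound and 130 uM ADP for 45 min at room temperature. Kinase-Glo Plus luminescence gave the signal.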
# HCV inhibitor: inhibitors of hepatitis C virus infection; Huh7.5.1 HCVcc-Cre infection, luciferase reporter, 44 h; Potency, µM (top dose mostly 41.8 µM), without a hit: at the top dose activity change, negative = inhibition, hits mostly inhibitors; 340,000 tested, 3.4% active; note: potency is the fitted concentration of half-maximal effect
#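 Cells (1,000/well) were plated 4 h before compound, then infected with HCVcc-Cre virus (~0.5 moi). After 44 h further culture, infection was read as luciferase luminescence following a 15 min substrate incubation at room temperature.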
# * hit, by the source's call; ? = inconclusive; . = no result given; & = joins results of further samples; [ ] = dose if it differs, or a comment. Unless noted, calls come from the whole dose curve; as a rule, active = well fitted curve in the direction sought with a large enough effect; inconclusive = small, poorly fitted or top-dose-only effect, or another doubt; inactive = no such curve, though single readings can be large; an effect the other way counts as inactive or inconclusive. Unless noted, % is set by controls: 0 for no effect and ±100 for the full control effect.
mol	TbPYK inhibitor	HCV inhibitor	AmpC detergent	AmpC no deterg	LmPK inhibitor	HCMV antiviral	AMA1 RON2 block
CC(C)(C)NC(=O)C(c1ccncc1)N(C(=O)c1csnn1)C1CC1 (stereo not drawn)	-2%	16%	8%	-10%	1%	33	41%[activator]
CC1=NC(=O)C(N=Nc2ccccc2C(=O)O)N1c1ccccc1 (stereo not drawn)	-3%	-9%	1%	-9%	3%	38	48%[activator]
CC(=O)c1cccc(NC(=O)c2cccc3c(-c4cnn(C)c4)coc23)c1	-3%	.	.	.	.	?	-5%
COc1cc2nc(N3CCN(C(=O)C4CCCO4)CC3)nc(N)c2cc1OC (stereo not drawn)	-3%&3%	-16%[8.37 µM]	?	-34%&-43%&-10%	13%&-6%&3%	173&18	9%&-7%
CN1C(=O)C2(c3ccccc31)N(c1cccc(F)c1)C(=O)CS2(=O)=O (stereo not drawn)	-3%	.	13%	.	.	27	.
N#Cc1c(-c2ccc(Br)cc2)nc2n(c1=O)CCCS2	-6%	?	1%	-12%	0%	-24	5%
CCC(=O)N(CCc1ccccc1C)Cc1cc2cc3c(cc2[nH]c1=O)OCO3	1%	-11%	2%	-7%	10%	-7	-1%
Cc1ccc(C(=O)N/C(=C/c2ccc(Cl)cc2)C(=O)Nc2cccc(C(=O)O)c2)cc1	-19%	3%	-6%	-21%	-6%	-23	4%
Cc1cccc(C)c1NC(=O)Cn1nnc(C(=O)NCc2ccc(F)cc2)c1N	5%	.	11%	.	.	-9	.
CCOc1ccc(C2CC(=O)Nc3cc4c(cc32)OCO4)cc1OC (stereo not drawn)	6%	.	-5%	.	.	-5	.
COc1ccc(NC(=O)CN(C)C(=O)c2cc(S(=O)(=O)N(C)C)ccc2N2CCCC2)cc1	3%	-9%	?	-2%	.	9	-2%
CCNC(=O)N(C)c1nncnc1C(=O)NC	6%	20%	-8%	-5%	-2%	25	-15%
COc1cccc(NC(=O)Nc2cc(-c3cn4cccnc4n3)ccc2OC)c1	-3%	.	3%	.	.	94	.
COC(=O)c1ccc(-c2nn(C)c(=O)c3ccccc23)cc1	-2%	?	?	?	4%	-8	8%
CCOC(=O)C1=C(C)NC(=O)C(C(N)=O)C12CCCC2 (stereo not drawn)	-4%	2%	-4%	2%	-3%	-8	-5%
Cc1ccc(CNC(=O)Cn2cc(S(=O)(=O)Cc3ccccc3F)c3ccccc32)cc1	0%[15.4 µM]	.	5%	.	.	0	.
Cc1cnc(C(=O)OCC(=O)NCc2cccc(Cl)c2)cn1	2%	0%	-18%	-11%	.	70	7%
Cc1cc(=O)oc2cc(OCC(=O)NCCc3ccccc3)ccc12	4%	-13%	4%	-15%	2%	-4	-3%
O=C(Nc1ccccc1C(=O)O)/C(=C/c1ccc(Cl)cc1Cl)NC(=O)c1ccco1	-5%	16%	2%	-25%	2%	-22	-15%
O=C(Oc1cccnc1)c1cccc(Cl)c1	2%	9%	-14%	14%	5%	-10	-7%
Cc1ccc(C)c(NCc2ccccc2CO)c1	3%	-5%	0%	-1%	-2%	-27	-7%
O=C(CCCCCN1C(=O)c2ccccc2C1=O)NCCc1nc2ccccc2[nH]1	3%	13%	-9%	19%	16%	-5	-2%
O=C(CCc1nc2ccccc2c(=O)[nH]1)Nc1ccccc1N1CCCCC1	-4%	.	.	.	.	?	8%
Cc1ccccc1-c1nsc(SCC(=O)Nc2ccc3c(c2)OCO3)n1	7%	?	-3%	-11%	4%	15	3%[11.6 µM]
COCCNC(=O)C(OC(=O)c1cccs1)c1ccccc1 (stereo not drawn)	5%	-3%	5%	2%	1%	5	23%
COc1ccc(C2=CC(c3ccccc3F)n3ncc(C(=O)Nc4ccc(C)cc4)c3N2)cc1 (stereo not drawn)	0%	.	22%	.	.	-11	.
CCn1c(SCC(=O)N2CCN(c3ccc(F)cc3)CC2)nc2ccccc2c1=O	5%	3%	-7%	-17%	-6%	18	1%
C1CCCN(CCCCN2CCCCCC2)CC1	1%	?	-1%	.	-2%	-17	-13%
COC(Cc1nnc(SC)n1-c1ccc(Cl)cc1)OC	-5%	10%	-8%	-8%	0%	-6	-1%
Cc1cccc(CCNC(=O)Cn2ncc3c([nH]c4ccccc43)c2=O)c1	-1%	10%	-9%	-20%	-9%	.	-4%
ClCc1nc2ccccc2c2ccccc12	1%	-15%	-5%	-37%	0%	2	0%
CCN1CCC(NC(=O)c2cc(OC)c(OC)cc2OC)CC1	4%	-12%	?	-11%	3%	-16	-10%
CSCCC(NS(=O)(=O)c1ccccc1F)C(=O)NCc1cccnc1 (stereo not drawn)	-14%	-3%	0%	-4%	.	?	1%
COc1cccc(C(NC(C)=O)c2nc(-c3ccccc3)cs2)c1 (stereo not drawn)	5%	.	.	.	.	-18	-9%
Cc1ccc(-n2c3c(c(=O)[nH]c2=S)C(C(F)(F)F)(C(F)(F)F)NC(=O)N3)cc1	3%	1%	0%	-8%	1%	-17	1%
CC(C)(C)c1nnc(NC(=O)Cc2ccccc2[N+](=O)[O-])s1	-4%	11%	-9%	-33%	1%	1	6%[11.6 µM]
O=C1CS(=O)(=O)C2(C(=O)N(Cc3ccccc3Cl)c3ccccc32)N1c1ccc(F)cc1 (stereo not drawn)	-4%	.	28%	.	.	-3	.
CC(C)(C)c1csc(NC(=O)CCS(=O)(=O)c2ccc(F)cc2)n1	6%	.	.	.	.	-24	-2%
COc1ccccc1NC(=O)CSc1nnc(-c2ccccc2)o1	-3%	-5%	?	-13%	15%	103	-5%
CCCC(=O)Nc1c(-c2ccccc2)c(=O)c(C)nn1-c1ccc(Cl)cc1	2%	24%	-15%	-20%	3%	23	0%
COc1cccc(NC(=O)COC(=O)c2ccco2)c1	1%	6%	?	-18%	2%	-11	0%
CCN(CC)S(=O)(=O)c1cccc(NC(=O)c2cc(-c3cccs3)nn2-c2ccccc2)c1	-7%	?	?	-22%	3%	-25	-6%
Nc1c(N(Cc2ccco2)C(=O)c2cccc(F)c2)c(=O)[nH]c(=O)n1Cc1ccccc1	-5%	7%	1%	-13%	.	-11	-7%
O=C(Nc1cccnc1)c1ccc(S(=O)(=O)c2ccc(Cl)cc2)cc1	0%	?	1%	-7%	7%	-86*	-2%
CCO[C@H]1OC(C(=O)NC2CC2)=C[C@@H](c2ccc(Br)cc2)[C@@H]1CCCO	0%	11%	7%	78%[activator]	2%	-8	14%
Cc1cccc(N2CCN(C(=O)c3cc4ccc5cccnc5c4[nH]3)CC2)c1C	1%	.	-1%	.	.	2	.
COc1ccc(N2CCN(C(=O)C3CCN(S(=O)(=O)c4c(C)noc4/C=C/N(C)C)CC3)CC2)cc1	3%	-8%	3%	156%[activator]	-5%	0	-10%
O=C(c1ccc(CS(=O)c2ccccc2Cl)o1)N1CCN(c2ccccn2)CC1 (stereo not drawn)	-10%	?	-8%	52%	-6%	?	4%
CCCCNC(=O)CN(c1cccc(F)c1)S(C)(=O)=O	3%	4%	2%	-7%	-2%	59	16%
O=C(NCc1ccc2c(c1)OCO2)C1(S(=O)(=O)c2ccccc2)CC1	-2%	25%	?	0%	1%	28	0%

# Complete entries as entered above:
# Cc1cccc(N2CCN(C(=O)c3cc4ccc5cccnc5c4[nH]3)CC2)c1C as listed: TbPYK inhibitor: 1%; HCV inhibitor: .; AmpC detergent: -1%; AmpC no deterg: .; LmPK inhibitor: .; HCMV antiviral: 2; AMA1 RON2 block: .
# O=C(Nc1cccnc1)c1ccc(S(=O)(=O)c2ccc(Cl)cc2)cc1 as listed: TbPYK inhibitor: 0%; HCV inhibitor: ?; AmpC detergent: 1%; AmpC no deterg: -7%; LmPK inhibitor: 7%; HCMV antiviral: -86*; AMA1 RON2 block: -2%

# The list continues.
mol	TbPYK inhibitor	HCV inhibitor	AmpC detergent	AmpC no deterg	LmPK inhibitor	HCMV antiviral	AMA1 RON2 block
Fc1ccccc1-c1cc2ncccc2cn1	-10%	-2%	2%	-8%	.	53	-11%
CCc1ccccc1NC(=O)C1c2ccccc2Oc2ccccc21	3%	?	-6%	-37%	0%	?	-8%
CSCCC(NS(=O)(=O)Cc1ccccc1)C(=O)NNc1ccccc1 (stereo not drawn)	-1%	.	.	.	.	-27	-10%
O=C(COc1ccc(Cl)cc1)Nc1nnc2n1CCS2	-2%	.	1%	.	.	-17	.
O=C(COc1ccc(Cl)cc1)NNC(=O)C(=O)NC1CCCCC1	-7%	27%	-3%	-20%	-3%	13	51%[activator]
O=C(O)CN1CCN(C(c2ccccc2)c2ccccc2)CC1	-11%	-3%	?	-6%	-3%	20	0%
Cc1ccc(-n2nnnc2SCC(=O)Nc2cccnc2Cl)cc1	8%	-30%	-3%	-1%	3%	-11	-9%[11.6 µM]
CC(=O)N1CCN(c2ncnc3ccccc23)CC1	-4%	20%	-14%	-9%	-7%	?	-1%
COc1ccc(N/C=C(/C(C)=O)c2ccccc2)cc1	2%	-5%	-1%	5%	7%	-32	-11%
COc1ccccc1CNC(=O)C(=O)NCCC1CCCCN1S(=O)(=O)c1ccccc1 (stereo not drawn)	-4%	1%	-8%	-22%	.	-20	-7%
O=C(/C=C/c1cccc([N+](=O)[O-])c1)NC(=S)Nc1ccc(CN2CCOCC2)cc1	-6%	4%	?	-6%	1%	-72*	20%
Cc1ccc(CNC(=O)C(OC(=O)c2ccco2)C(C)C)cc1 (stereo not drawn)	-2%	.	-1%	41%	4%	6	-3%
Cc1ccc(S(=O)(=O)NC(=O)COc2cc(C)ccc2C(C)C)cc1	1%	13%	-11%	-26%	3%	2	-12%
COc1ccc(C(=O)Nc2cnn(Cc3c(F)cccc3Cl)c2)cc1OC	12%	13µM*	-4%	28%	2%	52	-7%
Cc1c(C(=O)NCCN2CCOCC2)oc2ccc(S(=O)(=O)N3CCCCCC3)cc12	-1%	-3%&-17%	-8%	178%[activator]	-10%	-100*	-8%
Cc1ccc(CNC(=O)C2CCC(=O)N(Cc3cccc(C(F)(F)F)c3)C2)o1 (stereo not drawn)	-21%	25%	.	.	.	-9	-7%
